SUMO1 PPI mod: modulators of human SUMO1-mediated protein-protein interactions; P63165; SUMO1 binding to a labelled peptide, TR-FRET, 1 h; inhibition, % at 20 µM; 360,000 compounds, 0.33% hits; in the data active means inhibition above about 37%
Target sequence (P63165 whole entry, looked up): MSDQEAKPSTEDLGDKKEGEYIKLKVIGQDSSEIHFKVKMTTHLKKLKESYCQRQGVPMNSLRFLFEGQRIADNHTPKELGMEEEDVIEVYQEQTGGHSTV
Scp1 inh: Scp-1 (human) phosphatase inhibition | AID 493091 | Recombinant Scp1, phosphopeptide, malachite green phosphate absorbance | Q9GZU7 | 340,000 compounds, 0.88% hits | inhibition, % at 20 µM;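 active means inhibition above about 50% at 20 µM, limit read from the data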;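 further: plate controls were DMSO wells with enzyme for no effect and wells lacking enzyme for full effect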
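System: SCP-1 catalytic domain; Reagent: Phospho 17-mer peptide substrate; Doses: one concentration, 20 µM, with 1.0% DMSO; Incubation: 45 min room-temperature reaction, 5 min colour, 30 min stabiliser; Signal: Phosphate-binding colour reagent, absorbance read at 630 nm.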
TbMetRS inhib: blocks T. brucei methionyl-tRNA synthetase activity | 360,000 compounds, 0.4% hits | inhibition, % at 11.9 µM | AID 624268 | purified T. brucei MetRS, ATP depletion, Kinase-Glo luminescence;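 active means inhibition above a per-plate cutoff of the control wells' mean inhibition plus 3 SD, cut at about 5.5% in these data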;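 further: 0% = DMSO wells median and 100% = median of wells with control inhibitor compound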
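System: purified T. brucei MetRS enzyme / Detection: Kinase-Glo luciferase luminescence reporting remaining unconsumed ATP / Medium: HEPES buffer with MgCl2, KCl, DTT, spermine, BSA, pyrophosphatase / Replication: singlicate, one well per compound / Evaluation: percent inhibition relative to median high and low control wells / Schedule: 2 h aminoacylation at 25 °C after 15 min preincubation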
CendR NRP1 mod: modulators of CendR peptide binding to human neuropilin-1. O14786. FAM-RPARPAR peptide binding to NRP-1, fluorescence polarization. inhibition, % at 25 µM. 360,000 compounds, 0.85% hits. AID 602438;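 active means inhibition or corrected inhibition above about 18%, plus a signal ratio from 0.5 to 1.5, limit read from the data, passing the limit was not always enough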; further: strong numbers were not always called active
Target sequence (O14786 whole entry, looked up): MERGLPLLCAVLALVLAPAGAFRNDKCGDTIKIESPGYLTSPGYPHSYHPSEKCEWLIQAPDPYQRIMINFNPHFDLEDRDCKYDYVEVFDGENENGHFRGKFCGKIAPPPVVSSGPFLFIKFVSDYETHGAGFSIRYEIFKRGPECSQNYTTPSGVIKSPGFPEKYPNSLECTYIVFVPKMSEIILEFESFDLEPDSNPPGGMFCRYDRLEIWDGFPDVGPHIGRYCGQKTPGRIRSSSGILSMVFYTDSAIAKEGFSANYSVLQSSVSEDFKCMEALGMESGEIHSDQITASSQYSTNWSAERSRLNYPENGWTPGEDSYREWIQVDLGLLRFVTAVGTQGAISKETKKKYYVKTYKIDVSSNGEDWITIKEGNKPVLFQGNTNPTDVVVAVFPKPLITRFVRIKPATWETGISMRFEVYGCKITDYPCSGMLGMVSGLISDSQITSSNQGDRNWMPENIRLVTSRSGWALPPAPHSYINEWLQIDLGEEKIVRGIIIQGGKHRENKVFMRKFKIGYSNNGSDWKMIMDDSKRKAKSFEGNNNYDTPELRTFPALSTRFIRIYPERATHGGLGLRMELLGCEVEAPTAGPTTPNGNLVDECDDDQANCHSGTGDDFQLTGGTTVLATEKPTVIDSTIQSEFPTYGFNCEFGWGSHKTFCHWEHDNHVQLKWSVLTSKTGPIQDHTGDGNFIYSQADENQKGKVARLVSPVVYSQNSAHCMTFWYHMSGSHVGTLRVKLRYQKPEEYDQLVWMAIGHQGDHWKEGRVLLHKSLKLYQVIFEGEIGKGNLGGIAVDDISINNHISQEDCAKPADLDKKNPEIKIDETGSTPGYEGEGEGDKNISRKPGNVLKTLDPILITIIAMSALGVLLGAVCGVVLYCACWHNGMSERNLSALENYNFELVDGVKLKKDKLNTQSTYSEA
LMPTP inh: LMPTP (human) inhibition; P24666; recombinant LMPTP-A, OMFP fluorogenic substrate, fluorescence intensity; inhibition, % at 20 µM; 360,000 compounds, 0.22% hits;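 active means compounds that cut the enzyme signal by at least half of the control window in the single-dose screen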;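 further: plate controls were DMSO wells with enzyme plus substrate for no effect and substrate without enzyme for full effect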
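Test system: LMPTP-A phosphatase enzyme; input: 0.625 nM LMPTP-A final; reagent: OMFP substrate, 400 µM final; compound dosing: 20 µM single dose, 3% DMSO; incubation: 50 min dark incubation at room temperature; measured by: endpoint fluorescence intensity from OMFP dephosphorylation; measure: % inhibition relative to no-enzyme and uninhibited control wells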
E coli Lon inh: E. coli protease La inhibition; P0A9M0; purified E. coli Lon protease, fluorescence polarization; inhibition, % at 7.94 µM; 360,000 compounds, 0.42% hits; AID 602123; in the data active means inhibition above about 13%, passing the limit was not always enough;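 further: 0% = enzyme with probe and DMSO and 100% = no enzyme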
MsrA inh: inhibitors of bovine MsrA; purified bovine MsrA, absorbance read-out; inhibition, % at 15.5 µM; AID 651718; 360,000 compounds, 0.75% hits; in the data active means inhibition above about 4.5%;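 further: 0% = vehicle wells with enzyme and 100% = reference inhibitor wells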
STEP inh: inhibitors of human striatal-enriched phosphatase STEP; P54829; recombinant STEP, OMFP fluorogenic substrate, fluorescence; inhibition, % at 20 µM; 360,000 compounds, 0.25% hits; AID 588621;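 active means inhibition at 20 µM, scaled per plate between control wells, above about 37%, limit read from the data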;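 further: 0% = DMSO with enzyme and substrate and 100% = substrate only without enzyme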
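Test system: STEP tyrosine phosphatase / Reagent: OMFP at 25 µM / Doses: 20 µM, 1% DMSO / Read-out: percent inhibition scaled to no-enzyme and uninhibited-enzyme controls, plate-pattern corrected / Detection: FITC-channel fluorescence of OMFP product / Medium: Bis-Tris buffer pH 6.0, 2.5 mM DTT, 0.005% Tween 20 / Schedule: 20 min at room temperature, dark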
DNMT1 block: inhibitors of human DNMT1 | DNMT1 molecular beacon, Hinp1I cleavage, fluorescence | inhibition (reported as % activation of signal), % at 10 µM | 360,000 compounds, 0.83% hits; in the data active means inhibition above about 50%
MsrA act: activates bovine MsrA enzyme; purified bovine MsrA, absorbance read-out; activation, % at 10.6 µM; 360,000 compounds, 0.3% hits; in the data active means activation above about 7.5%;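 further: 0% = vehicle and 100% = reference activator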
Starred values were filed as active, the others as inactive; . = no result given.

Scp1 inh,SUMO1 PPI mod,Molecule,E coli Lon inh,STEP inh,MsrA inh,DNMT1 block,CendR NRP1 mod,MsrA act,TbMetRS inhib,LMPTP inh
-9,3,Cn1c(N)c(C(=O)COC(=O)C(Cc2ccccc2)NC(=O)c2ccccc2)c(=O)n(C)c1=O (stereo unspecified),2,-2,0.0,-5,-2,-4,0.1,1.5
-4,-20,O=C(c1cc2c(=O)n3ccccc3nc2s1)N1CCN(Cc2ccccc2)CC1,-7,3,2.0,0,12,-2,0.1,0.4
34,3,Cc1cc(N2CCOCC2)n2cc(-c3ccc(F)cc3)nc2n1,-1,1,1.8,1,-7,-1,-0.7,-1.2
11,2,CCC1CCC(C(=O)NNC(=O)c2cc(-c3ccco3)[nH]n2)CC1 (stereo unspecified),-11,3,0.4,51*,-33,-8,-0.2,0.2
-7,2,COc1ccc(C(=O)N2CCN(C(=O)C3COc4ccccc4O3)CC2)cc1 (stereo unspecified),-4,-2,1.1,3,9,-3,-0.2,0.4
-5,2,CCN(C(=O)COC(=O)CCS(=O)(=O)c1ccccc1)c1c(N)n(Cc2ccccc2)c(=O)[nH]c1=O,-11,-3,0.6,-1,10,-2,-0.1,0.5
-8,-1,COc1ccc(NC2=CC(c3ccc(F)cc3)N(c3ccc(OC)cc3)C2=O)cc1 (stereo unspecified),-4,-3,-0.7,4,10,-5,-0.8,1.7
-5,0,CCOC(=O)c1c(C)n(CCNC(C)=O)c2ccc(OC)cc12,-7,0,0.2,3,-6,-6,-0.5,1.0
-5,0,Nc1nc(C(F)(F)F)c(Br)c(=O)n1N,-4,1,-0.2,1,5,-3,-0.2,-2.0
-3,3,CCN(CC(=O)Nc1ccc(N2CCOCC2)cc1)C(=O)c1ccc(C#N)cc1,2,3,0.1,0,3,0,-0.7,-1.2
-5,3,COc1ccc(N2CC(C(=O)Nc3nnc(SCC(=O)N4CCCC4)s3)CC2=O)cc1 (stereo unspecified),1,1,-0.1,-2,-2,-3,0.0,0.8
0,3,CC[C@]12C(=O)N(C)C[C@H]([C@@H]3C(=O)N(C)C(=O)[C@@H]31)N2C(=O)c1ccccc1,6,0,-0.4,-1,-16,-12,-0.3,0.2
-5,-20,O=C(/C=C/c1ccccc1[N+](=O)[O-])OCC(=O)N1CCCC1,-12,2,0.8,2,7,-3,-0.2,-1.0
1,-5,CS(=O)(=O)NCCn1ccc2ccccc21,1,1,-0.4,-2,-3,-4,-0.5,-0.4
-1,13,Cc1cnc(C(=O)Oc2cccc(Cl)c2Cl)cn1,0,-3,0.0,0,12,-16,-1.3,-0.9
-8,-1,COc1ccc(/C=C(\NC(=O)c2ccco2)C(=O)NC(Cc2ccccc2)C(=O)O)cc1 (stereo unspecified),-2,-3,-1.3,0,-1,-3,-0.6,-1.5
-11,-3,CC(C(=O)NCc1ccc2c(c1)OCO2)N(c1ccccc1)S(C)(=O)=O (stereo unspecified),-4,2,1.0,1,10,1,0.7,-1.3
-5,-2,CN(C)c1ccc(C(C#N)c2ccccc2)nn1 (stereo unspecified),-8,1,1.5,0,0,-3,0.4,1.4
4,-5,O=C(NCCc1ccccc1)c1ccc(Cl)c(S(=O)(=O)N2CCCC2)c1,-6,0,.,0,5,-8,0.5,0.4
-4,-23,Cc1cc(C)c(NC(=O)CSc2nc3ncc(Br)cc3[nH]2)c(Cl)c1,-4,-2,-0.6,2,6,-5,1.2,1.4
14,-18,CC[n+]1ccc(C)c2cc(P(=O)(c3ccccc3)c3ccccc3)ccc21,-6,2,0.5,-12,-4,-1,0.2,6.2
9,-6,Cc1ccc(NC(=O)/C(C#N)=C/c2ccc(C)s2)c(C)c1,-9,-8,0.4,5,-168,-4,0.3,-1.3
4,1,COC(=O)c1ccc(S(=O)(=O)N2CCOCC2)o1,-13,-1,-0.7,1,6,-4,-0.6,-0.8
-4,-1,CC(=O)Nc1nnc(COc2ccccc2)s1,-7,-1,-0.1,2,-10,-3,-0.8,0.4
-5,-3,CC(C)c1cccc(C2=CC(=O)C[C@H](c3ccc4c(c3)OCO4)C2)c1,-2,2,1.9,2,2,-3,-0.3,4.2
-7,3,COc1cc(OC)cc(C(=O)NNC(=O)CN2C(=O)NC(C)(c3ccc(C)cc3)C2=O)c1 (stereo unspecified),-4,-2,-0.5,0,13,-3,-0.4,-0.9
2,3,Clc1ccccc1CNc1nc2ccccc2n2cnnc12,-6,-1,0.2,2,-14,-8,-0.8,-0.3
5,-3,COCCNC(=O)C1=C(N)C(C(=O)Nc2ccc(C)c(S(=O)(=O)N3CCCCC3)c2)SC1=Nc1ccc(C)cc1C (stereo unspecified),-4,1,.,-23,-4,-7,-1.2,4.0
1,-2,Cc1cc(NC(=O)C(C)SCC(=O)N(C)CC(=O)Nc2ccccc2C(F)(F)F)no1 (stereo unspecified),-10,1,-0.1,-1,-4,-4,-0.4,-1.6
.,5,CC(=O)c1cccc(-c2ccnc3c2CC(C(=O)Nc2ccc(F)c(Cl)c2)O3)c1 (stereo unspecified),1,-1,0.2,-11,-8,-2,-0.2,1.0
2,5,O=C(NCc1cccs1)c1cccc(Nc2nc3ccc(Br)cc3[nH]2)c1,-9,5,0.2,-12,10,-2,5.7*,-8.0
-13,0,CC1CCCC(NC(=O)CSc2ncccc2C(=O)O)C1C (stereo unspecified),-3,-2,0.3,2,-185,3,0.0,-4.8
10,5,COc1ccc(N(CC(=O)Nc2cccc(C(=O)O)c2)S(=O)(=O)c2c(C)noc2C)cc1,-3,2,1.5,5,-9,-2,-0.7,-0.7
0,-3,CCOC(=O)C1=C(CC)Nc2ccccc2N=C1NC(=O)c1cccc(S(=O)(=O)N2CCOCC2)c1,6,-2,1.3,0,-8,-2,-0.4,-0.9
-5,3,CC(C)(C)c1ccc(C(=O)NCCC(=O)Nc2ccc3c(c2)OCCO3)cc1,-1,-3,0.0,-3,1,-4,-0.4,-1.0
-5,25,Cc1nnc(SCC(=O)Nc2ccc(S(=O)(=O)N3CCCC3)cc2)n1N,-3,3,1.1,0,-59,-1,0.0,-1.5
-5,3,COc1ccc(OC)c(C(=O)c2c(C)oc3cc(Br)c(O)c(CN(C)C)c23)c1,-2,2,1.7,-12,0,-1,-0.3,-0.2
-5,-28,O=C(CNC(=O)c1ccccc1)NCC(=O)OCC(=O)c1ccc([N+](=O)[O-])cc1,0,0,-0.6,-9,14,-1,0.8,0.3
-13,-8,COC(=O)/C=C1/N/C(=N\c2nc(C)cc(C)n2)N(c2ccccc2)C1=O,-9,-2,2.4,-9,3,3,0.0,-2.1
-3,1,CCCNC(=S)NC1CC2CCC(C1)N2Cc1ccccc1 (stereo unspecified),-12,19,-0.3,0,5,-1,0.2,-1.1
-1,4,COC(=O)CN(c1cccc(C(C)=O)c1)S(C)(=O)=O,-12,-5,-0.2,7,10,-12,-1.5,-2.2
.,-6,CCCCn1nnnc1C(c1cc2ccccc2o1)N1CCN(c2c(C)cccc2C)CC1 (stereo unspecified),0,.,-0.1,.,26*,-3,-0.7,1.8
6,0,COc1ccccc1OCCNC(=O)Cc1ccc(S(=O)(=O)N2CCOCC2)s1,7,1,-0.5,0,-10,-9,-0.5,-0.7
2,7,Cc1sc2nc(CN3CCCC3)nc(N3CCC(C(N)=O)CC3)c2c1C,-7,-7,0.1,-2,-7,-11,-0.9,1.5
-7,1,O=C(Nc1cccc(-c2nc3cc(Cl)ccc3o2)c1)C1CCCO1 (stereo unspecified),-2,-4,0.5,3,-11,5,0.0,0.8
-1,-9,COc1cc(/C=C(\CC(=O)O)c2nc3ccccc3s2)cc(OC)c1O,-28,-2,3.8,-4,-2,-5,-0.5,-0.3
7,-33,CC1(c2nnc(-c3ccncc3)o2)CC(c2ccc([N+](=O)[O-])cc2)=NO1 (stereo unspecified),8,-2,1.6,0,-1,-10,0.0,1.1
3,-16,O=C1/C(=C/c2cccnc2)Sc2ccccc21,3,0,0.5,2,-28,0,1.6,1.7
-25,6,Cc1ccc(S(=O)(=O)Nc2ccc(N(C)S(=O)(=O)c3ccc(C)cc3)cc2)cc1,4,-2,0.0,-5,5,-2,2.5,1.4
-1,4,COc1ccc(N2CC(NC(=O)N3CCN(C(=O)c4ccco4)CC3)CC2=O)cc1OC (stereo unspecified),3,5,-0.2,1,-12,-4,-0.5,-0.8
0,2,CC(C)(C)Cc1nc(-c2ccccn2)no1,-7,-2,-0.7,-2,-10,-5,-1.3,0.3
-10,0,O=C(Nc1ccccc1C(=O)NCc1ccccc1)c1ccco1,-1,-3,2.4,-3,-10,-3,-0.1,0.2
.,17,COC(=O)CCCn1cc(CN2CC(N3CCN(Cc4cccc(C)c4)CC3)CS2(=O)=O)nn1 (stereo unspecified),2,.,-0.7,.,17,-1,-0.2,0.3
-5,4,CC1=CC2CC1C1C(=O)N(c3ccc(S(=O)(=O)Nc4nc(C)cc(C)n4)cc3)C(=O)C21 (stereo unspecified),12,0,-0.6,7,-5,7,0.3,-1.7
-1,2,Cc1cc(C)nc(NS(=O)(=O)c2ccc(NC(=O)c3ccc(N4C(=O)CCC4=O)cc3)cc2)n1,2,-4,-0.1,7,-6,-13,-0.9,-2.5
-6,-24,COc1cccc2cc(-c3ccnc(N)n3)oc12,-6,4,3.7,-1,-5,-4,-1.0,-0.2
-7,-2,O=C(N1CCCCC1)C1(c2ccccc2)CCOCC1,2,-4,-0.2,1,-14,-5,-0.7,-2.7
-11,-3,CC(=O)N[C@@H](C)c1nc2ccccc2n1CCCN1CCN(c2nc(-c3ccc(C)cc3)cs2)CC1,3,0,0.6,-13,1,0,0.4,1.8

Single records, as listed above.
Cc1cc(C)nc(NS(=O)(=O)c2ccc(NC(=O)c3ccc(N4C(=O)CCC4=O)cc3)cc2)n1 across the screens: Scp1 inh: -1; SUMO1 PPI mod: 2; E coli Lon inh: 2; STEP inh: -4; MsrA inh: -0.1; DNMT1 block: 7; CendR NRP1 mod: -6; MsrA act: -13; TbMetRS inhib: -0.9; LMPTP inh: -2.5
CC(C)(C)Cc1nc(-c2ccccn2)no1 across the screens: Scp1 inh: 0; SUMO1 PPI mod: 2; E coli Lon inh: -7; STEP inh: -2; MsrA inh: -0.7; DNMT1 block: -2; CendR NRP1 mod: -10; MsrA act: -5; TbMetRS inhib: -1.3; LMPTP inh: 0.3

Bioassay records deposited in PubChem BioAssay by several laboratories.

Compounds were not picked by outcome; any-hit rate near 4.3%.
